# mABHD4 FP: inhibitors of mouse ABHD4 | inhibition, % at 8.92 µM | 370,000 compounds, 0.54% hits | purified mABHD4, FP-Rh probe fluorescence polarization | AID 720543;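 active = inhibition exceeding the mean over every tested compound plus 3 SD, cut at about 30% in these data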;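 note: 0% = plate median of compound wells and 100% = S159A mutant with DMSO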
#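 assay system = mABHD4 protein | compound dosing = single nominal dose of 8.92 µM, 0.89% DMSO final | read-out basis = percent inhibition of probe binding, normalized to plate controls | schedule = Enzyme–compound pre-incubation 45 min, then probe 60 min, both 25 °C | detection = fluorescence polarization, excitation 525 nm, emission 598 nm, BODIPY TMR filters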
# GC-A act: GC-A (human) enzyme activation; HEK293 GC-A cells, cGMP TR-FRET, EC30 ANP; 0% at EC30 ANP, 100% saturating ANP; activation, % at 10 µM; 370,000 compounds, 0.14% hits; AID 1671463; in the data active = activation above about 40%
# Target sequence (P16066 whole entry, looked up): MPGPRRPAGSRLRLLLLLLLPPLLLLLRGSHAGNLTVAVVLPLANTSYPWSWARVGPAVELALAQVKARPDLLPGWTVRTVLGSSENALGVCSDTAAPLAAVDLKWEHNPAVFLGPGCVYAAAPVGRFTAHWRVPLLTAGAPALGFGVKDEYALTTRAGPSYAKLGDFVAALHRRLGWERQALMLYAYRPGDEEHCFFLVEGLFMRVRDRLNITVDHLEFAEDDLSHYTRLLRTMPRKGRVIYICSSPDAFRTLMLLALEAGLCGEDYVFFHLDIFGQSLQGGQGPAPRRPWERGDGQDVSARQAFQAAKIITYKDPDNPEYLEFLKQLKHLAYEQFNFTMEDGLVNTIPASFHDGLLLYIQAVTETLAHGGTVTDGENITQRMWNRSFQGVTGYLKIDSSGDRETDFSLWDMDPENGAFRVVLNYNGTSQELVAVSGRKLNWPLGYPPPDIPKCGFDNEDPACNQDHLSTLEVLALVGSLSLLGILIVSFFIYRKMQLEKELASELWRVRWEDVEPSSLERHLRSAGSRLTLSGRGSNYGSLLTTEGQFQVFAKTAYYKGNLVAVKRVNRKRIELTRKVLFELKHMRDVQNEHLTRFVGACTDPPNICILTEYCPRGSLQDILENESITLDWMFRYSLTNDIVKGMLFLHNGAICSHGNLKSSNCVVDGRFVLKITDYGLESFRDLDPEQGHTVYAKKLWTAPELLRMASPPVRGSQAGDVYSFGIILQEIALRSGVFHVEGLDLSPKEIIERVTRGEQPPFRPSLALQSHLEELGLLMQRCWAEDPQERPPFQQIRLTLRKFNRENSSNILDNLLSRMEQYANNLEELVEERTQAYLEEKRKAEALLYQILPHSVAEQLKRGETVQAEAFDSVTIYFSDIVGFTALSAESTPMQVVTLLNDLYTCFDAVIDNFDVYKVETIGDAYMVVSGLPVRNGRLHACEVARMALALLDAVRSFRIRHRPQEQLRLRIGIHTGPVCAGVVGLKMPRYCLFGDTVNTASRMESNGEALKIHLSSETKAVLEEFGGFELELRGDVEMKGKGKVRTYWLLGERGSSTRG
# MBD2 inh: MBD2-methylated oligo binding inhibition. TR-FRET, MBD2 binding to methylated oligonucleotide. Q9UBB5. 370,000 compounds, 0.31% hits. inhibition, % at 4.4 µM. AID 686964; in the data active = inhibition above about 13%
# HTRA1 inh: HTRA1 (human) protease inhibition. Q92743. recombinant HTRA1, FP-rhodamine activity-based probe, fluorescence polarization. inhibition, % at 5.96 µM. 340,000 compounds, 0.5% hits; in the data active = inhibition above about 36%;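 note: 0% = enzyme with DMSO and 100% = wells lacking enzyme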
# rCAG binder: r(CAG) repeat RNA binding; TO-PRO-1 dye displacement fluorescence; inhibition, % at 3 µM; 370,000 compounds, 1.3% hits; AID 651821;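 active = inhibition above the plate cutoff, the mean of all test compounds on that plate plus 3 SD, cut at about 35% in these data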;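 note: 0% = DMSO alone and 100% = 100 µM mitoxantrone as full dye displacement; higher means more dye released from RNA so lower well fluorescence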
# PRMT1 inh: blocks human protein arginine methyltransferase 1. recombinant PRMT1, activity-based probe fluorescence polarization. AID 652257. 370,000 compounds, 1.3% hits. inhibition, % at 2.79 µM. Q99873;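 active = inhibition above about 21% made by adding two undisclosed values, limit read from the data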
# SIAE inh: human SIAE inhibition, primary screen | Q9HAT2 | SIAE FP-Rh probe binding, fluorescence polarization | inhibition, % at 9.66 µM | 370,000 compounds, 0.69% hits;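 active = inhibition above a cutoff: mean of compounds within the control limits plus 3 SD of those, cut at about 17% in these data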;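 note: 0% = plate median of compound wells and 100% = probe without SIAE protein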
# TCR CD3 inh: blocks the human TCR-CD3 interaction | inhibition, % at 9.4 µM | TAMRA-labeled TCR probe fluorescence, biochemical | 360,000 compounds, 0.37% hits; in the data active = inhibition above about 19%;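 note: recombinant mutant TCR 2C K166C tagged with TAMRA read by polarization; 0% = receptor in buffer alone and 100% = receptor with positive control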
# UHRF1 MBD2 ctr: UHRF1 methyl-DNA binding inhibition. Q96T88. UHRF1 binding to methylated oligo, TR-FRET. inhibition, % at 4.4 µM. 370,000 compounds, 0.75% hits; in the data active = inhibition above about 21%;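 note: UHRF1 SRA domain binding a hemimethylated CpG hairpin DNA probe; 0% = median of test compound wells and 100% = reference inhibitor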
# GC-B act: GC-B (human) receptor activation; HEK293-GC-B cells, CNP EC30, cGMP TR-FRET; 0% at EC30 CNP, 100% saturating CNP; 370,000 compounds, 0.11% hits; P20594; activation, % at 10 µM;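 active = activation at 10 µM reaching about 35% in either raw or pattern-adjusted values, limit read from the data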
# An asterisk follows results filed as active; . = no result given.
SMILES,mABHD4 FP,GC-A act,MBD2 inh,HTRA1 inh,rCAG binder,PRMT1 inh,SIAE inh,TCR CD3 inh,UHRF1 MBD2 ctr,GC-B act
c1ccc(-c2c(-c3ccccc3)n(Cc3ccco3)c3ncnc(NCCCn4ccnc4)c23)cc1,3.7,-15.9,1.7,-20.9,-3.8,2.4,5.2,2.2,0.9,-13.8
CC(=O)Nc1cccc(-c2cc3c(c4c2ccn4C)C2CCC3O2)c1 (stereo not given),-0.4,1.9,-1.5,.,1.6,-0.9,3.7,2.6,-5.0,5.6
CCOc1ccc(N=C(NN)c2ccc3ccccc3n2)cc1,-6.8,2.1,-0.7,-14.4,1.0,-0.6,3.7,6.4,-2.5,4.3
O=C(Nc1ccc(NC(=O)c2ccco2)c(Cl)c1)c1ccc2c(c1)OCCO2,-5.1,-1.3,1.8,-53.9,7.5,-1.4,-66.8,9.2,-0.8,0.5
COc1cccc(Nc2ncc(C#N)c(N)n2)c1,-4.7,-8.0,-2.5,.,-1.4,4.2,-0.5,-11.1,-1.0,-7.5
O=C(c1ccc(CS(=O)(=O)c2ccc(Br)cc2)o1)N1CCN(c2ccccn2)CC1,2.7,-7.5,-3.7,-2.1,2.3,-2.8,1.3,7.5,-1.1,-9.9
O=C(CSc1nnc(NC(=O)c2ccc(F)cc2F)s1)NC1CC1,2.5,-3.7,4.1,8.8,-1.6,1.8,-3.5,0.7,-1.3,-3.4
CC(C)(C)n1nc2c(c1NC(=O)c1ccccc1)CS(=O)(=O)C2,-3.2,1.2,1.2,2.4,0.7,-4.8,-3.0,1.8,-1.0,1.1
COc1ccc(CCNC(=O)[C@H](C)NC(=O)N2CCn3c2nc2ccccc23)cc1OC,-5.0,3.3,1.1,7.3,-2.0,3.7,1.3,-5.8,1.4,-3.2
CC(Sc1n[nH]c(N)n1)c1nc2scc(-c3cccs3)c2c(=O)[nH]1 (stereo not given),-8.9,-0.8,-0.7,-8.8,12.2,2.0,-3.3,-5.0,1.8,0.6
O=C(Nc1nnc(CCS(=O)(=O)c2ccc(Br)cc2)s1)c1ccc([N+](=O)[O-])cc1,-0.4,-2.0,-0.2,-0.3,0.8,-0.7,-0.1,-1.2,0.8,0.7
CN1C(=O)C(O)(CC(=O)c2ccc3c(c2)OCO3)c2ccccc21 (stereo not given),6.6,0.8,3.8,-6.0,-0.2,2.9,-0.7,-0.6,4.9,1.2
Clc1ccc(-c2noc(CN3CCCC3)n2)cc1,-4.2,2.6,-6.0,-4.1,-4.7,2.3,4.0,3.3,-0.2,-0.7
CCCCNC(=O)/C(C#N)=C/c1ccc2c(c1)OCCO2,1.8,4.5,3.0,-1.9,-1.3,0.4,1.5,-3.6,1.9,-0.6
CN1C(=O)c2ccccc2N(C)C1c1cccc(O)c1 (stereo not given),-11.3,-1.2,-0.9,-1.8,3.2,-1.5,-8.9,4.0,-1.7,-1.9
CCOC(=O)N1CCN(S(=O)(=O)N2CCCC(C(=O)NCc3ccccc3OCC)C2)CC1 (stereo not given),1.0,-0.6,0.1,2.4,1.4,-0.7,-3.5,-5.4,0.4,1.8
O=C(CCCCC(=O)Nc1ccc(F)cc1F)Nc1ccc(F)cc1F,-6.0,-5.1,1.9,2.3,-4.6,0.3,-3.4,-12.0,0.1,5.9
COc1cc(/C=N/N=C(N)N)ccc1OCc1ccc(Cl)cc1,12.9,-5.3,-3.6,-0.7,28.1,-2.9,1.7,0.1,-7.4,-5.4
O=C(NCCCn1ccnc1)/C(=C\c1ccccc1F)NC(=O)c1ccccc1,3.2,-11.4,3.6,-0.1,-4.7,-3.1,15.8,-1.1,0.0,4.1
Cc1ccc(S(=O)(=O)N(C)C)cc1NC(=S)N1CCCCC1CO (stereo not given),-2.3,-0.9,0.9,1.0,2.2,-0.8,5.6,-0.1,-1.6,0.8

# 5 successive entries from above, for reference:
SMILES,mABHD4 FP,GC-A act,MBD2 inh,HTRA1 inh,rCAG binder,PRMT1 inh,SIAE inh,TCR CD3 inh,UHRF1 MBD2 ctr,GC-B act
CCOC(=O)N1CCN(S(=O)(=O)N2CCCC(C(=O)NCc3ccccc3OCC)C2)CC1 (stereo not given),1.0,-0.6,0.1,2.4,1.4,-0.7,-3.5,-5.4,0.4,1.8
O=C(CCCCC(=O)Nc1ccc(F)cc1F)Nc1ccc(F)cc1F,-6.0,-5.1,1.9,2.3,-4.6,0.3,-3.4,-12.0,0.1,5.9
COc1cc(/C=N/N=C(N)N)ccc1OCc1ccc(Cl)cc1,12.9,-5.3,-3.6,-0.7,28.1,-2.9,1.7,0.1,-7.4,-5.4
O=C(NCCCn1ccnc1)/C(=C\c1ccccc1F)NC(=O)c1ccccc1,3.2,-11.4,3.6,-0.1,-4.7,-3.1,15.8,-1.1,0.0,4.1
Cc1ccc(S(=O)(=O)N(C)C)cc1NC(=S)N1CCCCC1CO (stereo not given),-2.3,-0.9,0.9,1.0,2.2,-0.8,5.6,-0.1,-1.6,0.8

# Going on with the list.
SMILES,mABHD4 FP,GC-A act,MBD2 inh,HTRA1 inh,rCAG binder,PRMT1 inh,SIAE inh,TCR CD3 inh,UHRF1 MBD2 ctr,GC-B act
Cc1nnc(Sc2nc3c(c(=O)[nH]c(=O)n3C)n2CCc2ccccc2)s1,-1.9,-1.1,-3.2,-2.6,1.6,-6.5,3.4,4.5,-0.2,-0.5
O=C(NC1CCCCC1)c1c(O)nc2sccn2c1=O,10.5,3.6,0.4,4.7,2.3,0.5,-2.5,-5.2,4.2,-6.8
Clc1ccc(CSc2ncnc3nc[nH]c23)cc1,-2.5,4.5,-3.4,5.8,-4.8,-0.1,-1.5,2.5,-1.6,14.6
CCC(C)N1C(=O)C2C(C(=O)Nc3cccc(OC)c3)C3C=CC2(O3)C1C(=O)NC1CCCCC1C (stereo not given),0.3,2.8,1.2,-7.9,-3.9,1.0,-1.6,-2.7,2.2,2.1
O=C(c1ccccc1)c1cc2ccccc2o1,-1.2,1.1,4.7,-5.7,-6.1,-0.1,6.7,-7.5,-0.3,-0.3
CCN1C(=O)C(CC(=O)NC2CCCCC2)N(CC)C1=O (stereo not given),1.9,-1.9,-1.3,1.6,-1.5,-0.7,5.3,9.4,0.5,4.0
Clc1ccc(CSc2nnc(NC3=NCCCCC3)s2)cc1,1.4,0.3,-2.6,-13.7,-2.5,-1.6,3.4,3.7,2.4,6.9
CN1CCN(c2ccc(CNC(=O)c3ccc(-c4ccnn4C)c4ccoc34)cc2)CC1,9.9,1.0,1.6,.,1.1,2.7,1.2,-0.5,1.2,4.2
O=C(COC(=O)c1ccccn1)c1ccc(Br)cc1,-4.8,3.9,-2.3,7.5,-2.2,-2.1,2.9,-1.7,-3.8,0.0
CCCCn1c(N)c(N(CC(C)C)C(=O)C2CC(=O)N(c3ccc4c(c3)OCCO4)C2)c(=O)[nH]c1=O (stereo not given),-2.3,2.7,1.2,-2.4,-2.6,5.3,1.6,-10.4,0.6,9.2
CC(=O)N1C[C@H]2CON(C)[C@H]2C[C@H]1c1ccc(-c2cccnc2)cc1,-8.8,-2.8,3.2,-2.2,1.4,3.1,-4.6,0.9,7.9,4.7
CC(C)c1nc2oc3c(N4CCNCC4)ncnc3c2c2c1CCC2,-2.0,4.9,0.8,7.2,4.8,-1.6,-15.7,5.3,1.9,0.2
CC(C)CC1C(=O)N(Cc2cn(Cc3ccco3)nn2)CCS(=O)(=O)N1Cc1ccc(-c2ccc(Cl)cc2)cc1 (stereo not given),-23.9,-18.5,4.5,-67.5,24.1,5.7,-17.8,-7.7,10.1,1.8
COC(=O)c1ccc(NC(=O)COc2ccc(S(=O)(=O)NC(C)(C)C)cc2)cc1,0.1,-1.1,-3.5,3.8,-1.4,-0.2,-6.3,11.2,-8.2,-6.7
O=S(=O)(N1CCCCC1)N1CCN(CC(O)COc2ccc3cc(Br)ccc3c2)CC1 (stereo not given),-2.1,-1.7,-0.1,-13.4,1.4,-3.0,-4.7,-5.1,-1.7,-2.0
COc1ccc(-c2nn(-c3ccccc3)cc2CNC(=O)c2cccc([N+](=O)[O-])c2)cc1,-33.3,0.2,2.4,-67.4,8.5,-1.4,-34.4,4.5,-4.4,0.3
COc1ccc(NC(=O)CSc2ncnc3c2cnn3Cc2ccccc2)cc1OC,10.7,2.2,6.7,-1.9,4.0,5.1,4.3,-0.9,0.9,3.9
COc1ccc(OC)c(CNC(=O)CCS(=O)(=O)c2ccc3c(c2)oc(=O)n3C)c1,-1.3,-2.0,0.2,-4.2,1.0,3.2,7.1,1.3,4.4,0.8
Cc1ccc(-c2nc(SCC(=O)Nc3cc(S(=O)(=O)N4CCCCC4)ccc3Cl)n[nH]2)cc1,-98.5,-7.0,4.9,-61.2,16.6,5.3,-80.3,1.5,2.1,0.0
CC(C)[C@H](NC(=O)c1ccccc1Cl)C(=O)OCc1cc([N+](=O)[O-])cc2c1OCOC2,3.7,-3.6,-1.7,-6.7,-3.9,-3.8,-4.8,4.8,-2.8,0.2
CCC(C)[C@H](NC(=O)N1CC(=O)Nc2ccccc21)C(=O)N1CCC[C@@H]1C(=O)O (stereo not given in full),0.1,1.5,3.3,-0.8,-3.0,3.0,-8.3,-5.5,0.7,3.8
COC(=O)c1sc(=S)n(Cc2ccccc2)c1C,-9.6,-2.4,2.4,7.3,-4.3,0.5,0.7,7.0,2.0,2.3
CCCCCn1c(=O)c(-c2nc3ccccc3[nH]2)c(O)c2ccccc21,4.9,-1.1,-2.4,.,-3.8,1.4,-4.6,-0.5,0.8,-2.1
CC(=O)c1cn(C)c(=O)[nH]c1=O,-0.4,-0.3,-0.4,.,0.7,-0.6,-3.5,0.1,1.3,-2.7
O=C(O)c1[nH]c2ccccc2c1C(c1cccc(O)c1)c1c(C(=O)O)[nH]c2ccccc12,18.4,-2.4,3.0,4.0,61.1*,-1.9,5.6,8.0,0.6,-0.7
CC1(C)C=C(c2ccc(C=O)s2)CC(C)(C)N1,-3.0,4.7,-3.2,-1.2,0.4,-1.6,1.7,1.8,-2.9,-1.1
O=CN1CCN(C(=O)c2cccc3c2-c2ccccc2C3=O)CC1,-13.1,4.3,3.9,-0.6,-0.1,8.7,-3.5,-1.4,2.8,-2.0
CCN1C(=O)c2ccccc2S(=O)(=O)c2ccc(C(=O)NC(C)C)cc21,-0.7,-1.6,-2.1,3.8,-4.9,-2.1,-6.7,1.0,0.7,6.9
O=C(O)c1ccc(CSc2n[nH]c(-c3ccco3)n2)cc1,4.5,0.0,1.9,5.5,6.6,7.5,-1.5,5.8,18.3,-2.3
Cc1ccc(NC(=O)C(C)N2C(=O)C3CC=C(Cl)CC3C2=O)cc1 (stereo not given),2.5,0.9,-3.2,0.5,4.7,1.9,2.5,-4.1,2.4,4.5
CCN(CCNCC(O)COc1ccccc1C(C)C)c1cccc(C)c1 (stereo not given),31.6*,-19.8,8.6,13.8,-4.9,-4.1,2.6,3.2,0.5,-2.3
COc1ccc(C(c2nnnn2C2CCCCC2)N2CCN(c3ccccc3F)CC2)cc1 (stereo not given),-2.0,-3.5,4.7,2.0,-3.0,0.5,-4.4,4.7,18.7,-1.1
O=C1CCCc2[nH]c(-c3ccccc3)nc21,1.9,6.2,-1.2,-0.7,0.9,-1.0,2.0,4.8,1.0,5.2
Cc1cc(C)cc(C(=O)NC(CC(N)=O)c2ccc(NC3CCCCC3)c([N+](=O)[O-])c2)c1 (stereo not given),1.9,0.2,-1.6,1.7,2.4,-1.9,7.3,1.9,-2.4,4.4
Cc1cc(C(=O)CCl)c(C)n1-c1ccon1,1.5,2.1,4.0,-7.8,3.6,2.1,-1.8,4.6,-3.0,2.7

# An excerpt (hit frequency here may not be typical).
